Screening results: PubChem BioAssay, several laboratories
DSG3 Ab inh: inhibitors of pemphigus antibody binding to human desmoglein-3. P32926. DSG3-coupled beads, scFv-anti-DSG3-GFP binding, flow cytometry; hits give low values. binding (percent of control), % at 10 µM. actives 0.48% (n = 310,000);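 active means binding more than 3 SD below its plate's average and above zero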;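 further: hits lower antibody fragment binding to DSG3; some compounds called inactive have numbers as strong as hits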
SR-BI DiI-HDL act: enhances SR-BI lipid uptake from DiI-HDL | CHO ldlA[mSR-BI] cells, DiI-HDL uptake fluorescence, 3 h; 100 = double the neutral-control signal | activation, % at 12.5 µM | actives 0.096% (n = 320,000) | AID 504775;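 active means mean replicate activation of at least 60% and every replicate at or above 60%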;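 further: 0% = median plate neutral-control signal and 100% = twice that signal; values of inactives mirror those of a sister screen read the other way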
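System: LDL receptor-deficient CHO ldlA cells overexpressing murine SR-BI | Timing: 3 h uptake period with compound, 37 °C | Medium: HEPES-buffered (25 mM, pH 7.4) F12 plus 0.5% BSA | Dosing: Single-point compound dose | Signal: Bottom-read fluorescence, 550/595 nm | Read-out: Retained DiI signal reflecting DiI-HDL uptake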
SR-BI DiI inh: mouse SR-BI HDL lipid transfer inhibition; Q61009; ldlA[mSR-BI] CHO cells, DiI-HDL uptake fluorescence, 3 h; inhibition, % at 12.5 µM; actives 0.96% (n = 320,000); AID 488896;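 active means mean replicate inhibition of at least 70% and a set share of replicates each scoring 70 or more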;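 further: 0% = median of neutral control wells and 100% = median of positive control wells; values of inactives mirror those of a sister screen read the other way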
dFosB activator: mouse delta FosB homodimer activation; AID 493131; actives 0.99% (n = 340,000); purified delta FosB, TAMRA-CDK5 oligo fluorescence polarization; percent of positive-control signal above neutral wells; activation, % at 25 µM; P13346;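 active means mean activation above about 17%, with every replicate also reaching it, limit read from the data, passing the limit was not always enough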;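 further: fluorescence polarization rise as delta FosB binds a TAMRA Cdk5 AP-1 oligo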
NSD2 HMT inh: NSD2 (human) methyltransferase inhibition. AID 743445. NSD2 peptide methylation, AlphaScreen, 120 min. actives 0.54% (n = 310,000). inhibition, % at 12.5 µM; in the data active means inhibition above about 50%
Target sequence (O96028 whole entry, looked up): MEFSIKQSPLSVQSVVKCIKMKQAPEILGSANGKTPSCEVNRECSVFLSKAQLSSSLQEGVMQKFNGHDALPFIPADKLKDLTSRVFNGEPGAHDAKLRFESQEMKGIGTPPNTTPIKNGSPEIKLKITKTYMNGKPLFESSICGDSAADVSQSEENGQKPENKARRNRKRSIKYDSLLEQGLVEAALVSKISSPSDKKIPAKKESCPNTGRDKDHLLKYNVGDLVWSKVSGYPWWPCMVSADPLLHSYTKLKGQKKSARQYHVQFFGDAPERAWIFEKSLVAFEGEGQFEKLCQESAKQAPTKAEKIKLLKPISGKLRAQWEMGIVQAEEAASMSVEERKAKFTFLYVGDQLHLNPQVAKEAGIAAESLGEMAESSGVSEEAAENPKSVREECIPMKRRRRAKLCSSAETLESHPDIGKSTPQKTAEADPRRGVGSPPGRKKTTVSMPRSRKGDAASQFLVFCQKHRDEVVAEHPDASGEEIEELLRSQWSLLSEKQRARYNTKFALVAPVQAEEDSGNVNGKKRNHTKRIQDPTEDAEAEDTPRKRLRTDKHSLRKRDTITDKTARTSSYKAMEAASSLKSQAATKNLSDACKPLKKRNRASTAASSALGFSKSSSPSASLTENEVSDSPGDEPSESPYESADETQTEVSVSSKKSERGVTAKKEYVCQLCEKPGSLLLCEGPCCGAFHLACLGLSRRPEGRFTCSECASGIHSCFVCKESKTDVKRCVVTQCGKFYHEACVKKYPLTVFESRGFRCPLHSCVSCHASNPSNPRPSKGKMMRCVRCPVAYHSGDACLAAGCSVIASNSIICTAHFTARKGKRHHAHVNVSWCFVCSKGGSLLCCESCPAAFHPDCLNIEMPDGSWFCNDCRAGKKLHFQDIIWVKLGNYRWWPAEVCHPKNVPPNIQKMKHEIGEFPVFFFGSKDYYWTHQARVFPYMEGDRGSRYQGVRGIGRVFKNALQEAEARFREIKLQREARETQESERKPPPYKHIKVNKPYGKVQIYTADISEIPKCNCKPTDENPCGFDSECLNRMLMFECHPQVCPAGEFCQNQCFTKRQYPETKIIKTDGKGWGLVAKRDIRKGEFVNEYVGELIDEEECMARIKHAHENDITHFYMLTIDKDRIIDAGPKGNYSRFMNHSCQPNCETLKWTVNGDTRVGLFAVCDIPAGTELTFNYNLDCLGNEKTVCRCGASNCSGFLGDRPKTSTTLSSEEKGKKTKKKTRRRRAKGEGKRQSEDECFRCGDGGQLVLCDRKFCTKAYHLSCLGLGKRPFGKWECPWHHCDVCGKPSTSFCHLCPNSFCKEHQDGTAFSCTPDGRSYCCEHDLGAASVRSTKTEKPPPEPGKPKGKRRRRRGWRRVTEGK
Arr AP2 block: inhibitors of human beta-arrestin and AP2 interaction. inhibition, % at 10 µM. FITC-arrestin peptide / GST-AP2 beads, flow cytometry; AP2 beta2 appendage carries R879A mutation. actives 0.31% (n = 340,000);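 active means inhibition above a set limit, near 3 SD of compounds lacking own fluorescence, cut at about 54% in these data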;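 further: plate controls were DMSO wells for no effect and 5 µM unlabelled arrestin peptide for full effect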
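system = GST-tagged AP2 beta2-adaptin appendage (R879A) on 4 µm glutathione beads | reagent = FITC-labelled arrestin peptide probe, 50 nM final | schedule = compound with beads 12 min RT, then probe 1 h RT | signal = HyperCyt-sampled flow cytometry, FL1 channel, ex 488/em 535 nm | read-out = percent response from loss of bead-bound FITC fluorescence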
MITF TRPM1 HTS: increases MITF-driven TRPM1 promoter luciferase signal; SK-MEL-5 TRPM1-promoter luciferase, 24 h; % of positive control, neutral wells = 0; AID 588334; activation, % at 12.5 µM; actives 0.75% (n = 300,000);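 active means mean activation of at least 80% with every replicate also reaching 80%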;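 further: 0% = neutral control wells and 100% = parthenolide positive control wells; values of inactives mirror those of a sister screen read the other way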
PKA-R2B activ: activators of human PKA-R2B complex; P22694+P31323; PKA-R2B holoenzyme dissociation, Cy5-IP20 fluorescence polarization; R2B truncated from residue 108, S112A mutant; 0% DMSO only, 100% 113 µM cGMP; activation, % at 11.4 µM; actives 0.079% (n = 340,000); AID 504700;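 active means activation above a cutoff set at the mean over all compounds plus 3 SD, cut at about 18% in these data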;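 further: higher means more holoenzyme dissociation and a rise in polarization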
PKA-R1A activ: PKA-R1A complex activation; P00514+P68181; PKA-R1A dissociation, Cy5-IP20 fluorescence polarization; scaled: DMSO 0%, 113 µM cGMP 100%; activation, % at 11.4 µM; actives 0.083% (n = 340,000); AID 504707;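 active means percent activation above the mean of all tested compounds plus 3 SD, cut at about 19% in these data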;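 further: higher means more PKAc released from R1A so a rise in polarization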
Mot1-301 SUMO: inhibitors of SUMOylation pathway: yeast Mot1-301 growth rescue | actives 1% (n = 320,000) | S. cerevisiae Mot1-301 growth rescue, ATP luminescence, 38.5C; percent above DMSO median, 100 means doubled | growth rescue, % at 18.8 µM;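 active means every valid replicate shows activation above 250% relative to neutral control wells; inactive means the rest, any valid replicate at or below 250%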;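 further: OY570 slx delta 5 strain wells were the positive control but not used for scaling; some compounds called inactive have numbers as strong as hits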
CDK5 p35 inh: CDK5/p35 (human) kinase inhibition | Q00535+Q15078 | Recombinant CDK5/p35, ADP-Glo luminescence, 60 min | inhibition, % at 10 µM | actives 0.01% (n = 330,000) | AID 488839;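 active means highest replicate inhibition of at least 50% and at least 75% of replicates reaching 50%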;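 further: plate controls were DMSO neutral control for no effect and GW8510 at 10 µM for full effect; many of its hits are not listed in these tables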
Numbers without * were called inactive; x = no result given. Random draw from the library; any-hit rate near 4.7%.

DSG3 Ab inh	SR-BI DiI-HDL act	SR-BI DiI inh	dFosB activator	NSD2 HMT inh	Arr AP2 block	MITF TRPM1 HTS	PKA-R2B activ	smiles	PKA-R1A activ	Mot1-301 SUMO	CDK5 p35 inh
101	-1	1	-10	-3	29	-7	6	COC(c1ccccc1)c1nnc(CCC(=O)NCCc2ccc(Cl)cc2)o1 (configuration not stated)	3	45	-1.5
101	-2	2	-6	2	3	-2	1	O=S(=O)(NCCc1csc(-c2cccnc2)n1)c1cccc(F)c1	-2	2	1.4
x	14	-14	-4	2	-4	-4	-4	Cc1ccc2[nH]c(=O)c(C(c3nnnn3C3CCCC3)N(Cc3cccnc3)Cc3ccco3)cc2c1 (configuration not stated)	5	-32	0.0
105	8	-8	4	0	2	32	-4	CC(=O)c1ccc(NC(=O)c2ccc(N3C(=O)c4cccnc4C3=O)cc2)cc1	-17	0	1.0
98	4	-4	0	3	13	5	-12	Cc1occc1-c1nnc(SCC(=O)Nc2ccccc2)n1Cc1ccccc1	4	197	0.6
113	-29	29	-10	1	0	30	-5	O=C(NC(=O)c1cc(OCC(F)(F)F)ccc1OCC(F)(F)F)Nc1ccccc1	-10	0	-0.1
115	1	-1	3	0	-9	52	-6	O=C(NNC(=S)Nc1ccccc1)c1ccc2ncccc2c1	-12	-21	0.8
x	12	-12	-1	2	7	-8	4	O=C(NC(=S)NCC1CCCO1)c1ccc([N+](=O)[O-])cc1 (configuration not stated)	-2	-8	1.2
99	31	-31	-5	-1	1	4	-2	Nc1ncccc1C(=O)OCC(=O)N1CCN(S(=O)(=O)c2ccc(Cl)cc2)CC1	3	-20	0.7
97	-5	5	-6	x	1	7	-9	O=C(NCCc1ccccc1)c1ccc(OCCOc2ccccc2)cc1	-3	1	-0.6
108	3	-3	-11	-4	0	-46	4	Cc1ccc(-c2nc3n(n2)Cc2ccccc2-3)cc1	-13	-7	4.4
x	10	-10	-4	2	40	1	-1	O=C(c1cc2ccccc2oc1=O)N1CCN(CCc2ccccc2)CC1	-10	-3	-1.0
97	9	-9	-7	-1	4	-4	7	CC(C)(C)NC(=O)CSc1nnc(-c2ccco2)n1Cc1ccco1	1	7	2.0
112	7	-7	7	0	8	1	-7	Cn1cnc([N+](=O)[O-])c1Sc1nc(N)nc2c1ncn2Cc1ccccc1	2	x	0.7
94	0	0	-9	-1	14	x	x	COc1ccc(NC(=O)CCC(=O)N/N=C/c2cn(C)nc2C)cc1	x	1	-0.7
118	1	-1	2	41	21	x	2	CC(C)(C)NC(=O)NCc1cccnc1	-11	-17	0.6
x	5	-5	-1	-1	22	5	4	O=C(O)c1cccc(S(=O)(=O)N2CCN(Cc3ccc4c(c3)OCO4)CC2)c1	-7	-14	0.0
118	23	-23	-5	0	3	6	-8	CCOC(=O)C1CCN(S(=O)(=O)c2cc(C(=O)N3CCCCC3)ccc2OC)CC1	-6	-2	0.5
99	-4	12	-8	x	-3	-6	2	CC(=O)N1CCN(c2ccc(OC[C@H]3CO[C@](Cn4ccnc4)(c4ccc(Cl)cc4Cl)O3)cc2)CC1	-9	197	-0.5
105	22	-22	-3	x	-2	6	-8	CC1(C)CC(NC(=O)c2coc(=O)c(Br)c2)CC(C)(C)N1	-8	x	0.6
82	20	-20	-9	-2	-10	-9	5	CN1C(=O)C(C)(C)c2cc(S(=O)(=O)N3CCN(c4ccc(F)cc4)CC3)ccc21	1	14	x
x	13	-13	-1	-3	1	4	7	Cc1ccccc1C(=O)NNC(=O)C1CC(=O)N(c2ccc3c(c2)OCCO3)C1 (configuration not stated)	6	-3	-0.9
97	-4	4	-2	-6	43	1	15	CCOC(=O)N1CCC(NC(=O)CCC(=O)N2CCOc3ccccc32)CC1	0	x	2.0
109	12	-12	-6	x	-5	-2	-4	Cc1ccc(C)c(N2CCN(C(=O)C3CCCN(S(=O)(=O)c4cnc[nH]4)C3)CC2)c1 (configuration not stated)	4	284	-0.3
102	x	x	-9	1	1	-21	-14	CC(C)Cn1c(N)c(C(=O)COC(=O)/C=C/c2cccs2)c(=O)n(C)c1=O	-15	-35	1.8
112	23	-23	-12	1	-8	9	-13	CCCCn1cnc2c1c(=O)[nH]c(=O)n2CCCC	-4	149	-0.5
100	-4	4	-1	x	2	-5	-7	Cc1ccccc1N/C=C/C(=C(C#N)C#N)N(C)C	0	-17	0.0
101	-19	19	-23	31	-3	-10	7	Cc1cccc(OCCCN2C(=O)C(=O)c3cc(C)ccc32)c1	13	-16	-0.3
103	-14	14	-9	-4	1	-19	-1	CC(CNC(=O)c1cc(COc2ccc3ncccc3c2)on1)c1ccccc1 (configuration not stated)	10	12	1.3
96	-35	35	-8	0	-1	-7	-1	O=C(NCc1ccc(F)cc1)C(=O)c1cn(CC(=O)N2CCCC2)c2ccccc12	3	-8	0.0
97	14	-14	-4	x	28	0	-11	O=C(NCC(c1ccco1)N1CCOCC1)c1ccc(F)cc1 (configuration not stated)	0	-8	2.1
98	7	-7	2	-2	19	-8	-5	CCc1nnc(NC=C2C(=O)OC(C)(C)OC2=O)s1	3	7	-1.1
92	-11	11	-8	1	20	2	-1	CCn1cc(C(=O)N(C)c2ccccc2F)c2cc(OC)c(OC)cc2c1=O	-4	54	1.4
99	9	-9	-6	18	4	15	-3	CCCCN(CC)CCNC(=O)Cn1cc2c(n1)-c1c(oc(C(=O)N3CCCC3)c1C)CC2	-12	-4	0.1
98	-38	38	-7	-1	-9	5	2	CCCCCCN1CC(=O)N2[C@@H](Cc3c([nH]c4ccccc34)C2(C)C)C1=O	-1	15	-0.5
106	3	-3	2	-4	8	-4	1	CC(=O)/C(C(=N)N1CCN(c2cccc(Cl)c2)CC1)=C(\C)O	-3	7	-2.7
101	-1	1	-2	x	8	-15	-11	O=C(Oc1cc(=O)oc2ccccc12)c1ccccc1	-4	16	-0.7
92	-24	24	-8	-3	0	-3	-3	COc1ccc(OC2CCN(C(=O)Nc3ccc(C)cc3)CC2)cc1	-3	103	-0.6
x	-12	12	-9	0	3	6	3	Clc1ccc(CSc2nnc(-c3cccnc3)o2)cc1	-10	-15	x
105	48	-48	-7	-1	-5	2	2	C/C(=N/NC(=O)c1cc(Cl)ccc1O)C12CC3CC(CC(C3)C1)C2	-3	-8	-0.4
106	18	-18	0	4	-2	9	-16	COc1ccc(C(=O)NCC(=O)N2CCCC(C(F)(F)F)C2)cc1OC (configuration not stated)	-5	-16	1.2
104	22	-22	-3	1	30	2	5	CC(C)N1CCC(=NNC(=O)c2cccs2)CC1	-6	-2	1.0
105	-10	10	2	0	3	-6	-10	COc1cc(C=O)ccc1OCC(=O)Nc1cccc(S(=O)(=O)N(C)c2ccccc2)c1	-9	420	0.3
88	-46	46	-5	5	17	1	3	CCc1nn(CCCC(=O)N2CCN(c3ccc(OC)cc3)CC2)c(=O)c2cc3occc3n12	8	-4	x
113	19	-19	9	-4	30	x	-5	COc1ccccc1NC(=O)c1cc[n+](C)cc1	4	4	3.0
112	16	-16	-1	-1	12	-1	-1	COc1cc(C2NC(=O)N(C)C3=C2C(=O)CCC3)cc(OC)c1OC (configuration not stated)	4	-6	-2.1
x	-11	11	-8	-1	-11	0	-3	CC(C)(C)c1ccc(Oc2ncccc2NC(=O)c2cccs2)cc1	-12	-1	0.9
114	2	-2	11	0	3	2	2	O=C(CN(C(=O)c1csnn1)c1cccc(C(F)(F)F)c1)NCc1ccc(F)cc1	6	9	0.4
88	-64	64	3	-5	22	7	0	COc1ccc(-n2nc(C(=O)NCc3cc(OC)ccc3OC)c3c4ccccc4n(C)c3c2=O)cc1	-7	-11	-1.4
83	-23	23	16	x	4	-69	6	COc1cc(OC)cc(C(=O)N[C@H](C(=O)Nc2nc3ccccc3[nH]2)C(C)C)c1	1	x	0.5
98	9	-9	-10	-2	-3	-50	0	CN(C)c1ccc(/C=C/c2nc3ccccc3c(=O)[nH]2)cc1	3	-34	1.0
x	-25	25	-19	x	-2	33	4	COc1ccc(-c2nsc3c(N4CCN(C(=O)c5ccco5)CC4)ncnc23)cc1	3	8	1.4
86	26	-26	6	0	11	-7	-2	O=C(Cn1nnc2ccccc21)N/N=C/c1ccco1	7	7	-0.6
110	11	-11	2	3	-13	x	-8	COc1cnn(-c2ccc([N+](=O)[O-])cc2)c(=O)c1Cl	-8	-7	2.8
x	x	x	-9	2	0	0	-4	Cc1ccc(OC(C)C(=O)N2CC(=O)Nc3ccccc32)cc1 (configuration not stated)	4	156	0.1
121	26	-26	-10	-1	-5	-2	-1	O=S1(=O)NC(=NCc2ccco2)c2ccccc21	-6	10	-0.2
93	-63	63	-3	8	21	6	-4	COc1cc(/C=C(/C#N)c2ccc(C)cc2)ccc1Oc1ccc([N+](=O)[O-])cn1	-4	-8	2.6
100	-2	2	3	7	1	2	-3	CCN(CC)C(=O)CSc1nnc(CNc2ccc(F)cc2)o1	2	0	-0.2
116	-7	7	-5	0	4	-7	0	C/C(=N\O)C(C)(C)Nc1cccc(Br)c1	-1	-4	-2.4
108	13	-13	-10	x	-4	11	-4	COc1ccc(S(=O)(=O)Cc2ccc(C(=O)N3CCN(c4ccccc4F)CC3)o2)cc1	6	-6	2.0
114	16	-16	-8	14	29	14	-8	O=C(Nc1ccc(-c2nc3ccccc3c(=O)o2)cc1)c1ccco1	-16	8	0.1

Sorted by the number under Arr AP2 block (ascending): three from the list above
SMILES,Arr AP2 block
CCCCCCN1CC(=O)N2[C@@H](Cc3c([nH]c4ccccc34)C2(C)C)C1=O,-9
COc1ccc(C(=O)NCC(=O)N2CCCC(C(F)(F)F)C2)cc1OC (configuration not stated),-2
COc1cc(/C=C(/C#N)c2ccc(C)cc2)ccc1Oc1ccc([N+](=O)[O-])cn1,21
